# Screening data from PubChem.
# PREPL inh – inhibits the human prolyl oligopeptidase-like enzyme; Q4J6C6; inhibition, % at 5.96 µM; 320,000 tested, 0.68% active; recombinant PREPL, fluorescence polarization activity-based probe; in the data active means inhibition above about 43%;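 further: 0% = enzyme with DMSO and 100% = wells lacking enzyme; many of its hits are not listed in these tables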
# TPT1 inhibitor – C. albicans TPT1 enzyme inhibition | recombinant caTPT1, FP RNA substrate dephosphorylation | 300,000 tested, 0.81% active | inhibition, % at 5 µM;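 active means inhibition above the mean of all tested compounds plus 3 SD, set per screening campaign, cut at about 24% in these data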;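 further: plate controls were DMSO alone for no effect and ferristatin control at 100 nM for full effect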
# LYPLA2 counter – counter-screen for PME1 inhibitors: inhibitors of human LYPLA2. recombinant LYPLA2, FP-Rh probe fluorescence polarization. 320,000 tested, 0.38% active. O95372. inhibition, % at 5.9 µM;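 active means inhibition above the screen-wide mean plus 3 SD, limit set per campaign, cut at about 26% in these data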;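 further: 0% = LYPLA2 with DMSO and 100% = wells lacking LYPLA2 enzyme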
# Target sequence (O95372 whole entry, looked up): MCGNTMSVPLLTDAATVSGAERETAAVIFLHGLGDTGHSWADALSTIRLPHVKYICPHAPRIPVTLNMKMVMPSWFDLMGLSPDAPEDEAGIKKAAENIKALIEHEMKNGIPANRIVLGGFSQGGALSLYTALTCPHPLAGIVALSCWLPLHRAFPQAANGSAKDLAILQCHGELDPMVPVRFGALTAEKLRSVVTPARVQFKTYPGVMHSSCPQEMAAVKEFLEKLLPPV
# PP5 primary – PP5 (human) phosphatase inhibition. purified PP5c, OMFP substrate fluorescence. 320,000 tested, 0.18% active. inhibition, % at 6.7 µM. AID 1987. P53041;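 active means inhibition above the campaign's mean inhibition across all tested compounds plus 3 SD, cut at about 9.5% in these data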;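 further: 0% = DMSO only and 100% = 100 µM cantharidin control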
# Target sequence (P53041 whole entry, looked up): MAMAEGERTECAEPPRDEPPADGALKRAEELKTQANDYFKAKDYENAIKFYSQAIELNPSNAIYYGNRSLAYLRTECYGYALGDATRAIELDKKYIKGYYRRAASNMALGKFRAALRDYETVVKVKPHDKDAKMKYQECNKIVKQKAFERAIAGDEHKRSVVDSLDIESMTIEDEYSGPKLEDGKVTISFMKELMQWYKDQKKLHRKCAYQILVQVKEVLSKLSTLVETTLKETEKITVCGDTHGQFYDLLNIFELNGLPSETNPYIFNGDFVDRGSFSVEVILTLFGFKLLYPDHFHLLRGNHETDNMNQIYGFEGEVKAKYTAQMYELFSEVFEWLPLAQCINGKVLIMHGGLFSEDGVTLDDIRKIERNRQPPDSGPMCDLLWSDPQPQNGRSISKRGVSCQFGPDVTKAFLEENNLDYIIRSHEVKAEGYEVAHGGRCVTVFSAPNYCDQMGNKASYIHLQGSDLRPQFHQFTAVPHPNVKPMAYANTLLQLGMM
# Efflux pump mplx – antifungal efflux pump inhibition, Nile Red retention. S. cerevisiae Candida pump triplex. inhibition, % at 10 µM. 330,000 tested, 0.44% active. AID 485275;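 active means plate passing quality check with inhibition over a set limit, or well fluorescence over plate mean plus 4 SD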;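 further: Nile Red retained in pooled yeast measured as flow cytometry median fluorescence; 0% = buffer negative control and 100% = Enniatin B positive control; higher means more Nile Red kept so more efflux inhibition; some compounds called inactive have numbers as strong as hits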
# JMJD2C inh – blocks human GASC-1 demethylase activity; Q9H3R0; GST-JMJD2C(1-420) H3K9me3 demethylation, DELFIA europium; inhibition, % at 2.35 µM; 330,000 tested, 0.069% active;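 active means more than half of a compound's replicate wells show inhibition beyond 50%, single wells judged on their own value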;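 further: signal counts dimethyl H3K9 product captured on neutravidin plate; 0% = median of DMSO wells and 100% = 0.3 times that DMSO median; strong numbers were not always called active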
# PP1 inh – PP1-alpha (human) inhibition in PP5 counter-screen | P62136 | purified PP1alpha, OMFP fluorescence | inhibition, % at 6.7 µM | 320,000 tested, 0.9% active | AID 2235;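 active means inhibition above the mean inhibition of all tested compounds plus 3 SD, computed separately for each screening campaign, cut at about 15% in these data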
# Target sequence (P62136 whole entry, looked up): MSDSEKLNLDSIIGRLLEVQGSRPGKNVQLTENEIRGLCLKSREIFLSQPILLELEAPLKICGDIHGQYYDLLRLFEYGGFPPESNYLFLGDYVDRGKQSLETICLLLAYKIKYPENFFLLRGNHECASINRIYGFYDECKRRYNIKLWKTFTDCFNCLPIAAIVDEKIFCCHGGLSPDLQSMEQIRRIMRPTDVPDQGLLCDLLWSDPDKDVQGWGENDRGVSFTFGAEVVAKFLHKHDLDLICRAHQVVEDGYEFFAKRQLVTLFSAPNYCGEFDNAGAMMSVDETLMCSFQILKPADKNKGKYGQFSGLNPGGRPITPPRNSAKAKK
# core dimer inh – HCV core protein dimerization inhibition; TR-FRET GST/Flag-core106 dimerization, 1536-well; inhibition, % at 5 µM; 300,000 tested, 0.33% active; AID 1899;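 active means inhibition above the mean of all tested compounds plus 3 SD, set per screening campaign, cut at about 45% in these data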
#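 Assay system: tagged HCV core106 pair (GST and Flag); medium: KF-containing HEPES buffer, pH 7.45, DTT, CHAPS, BSA; also added: Eu donor and XL665 acceptor anti-tag antibodies; dosing: 5 µM single dose; timing: compound-protein-antibody incubation 4 h at 22.5 °C; signal: TR-FRET 671 and 617 nm emission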
# CTSL1 counter – cathepsin L1 inhibition, PFM18AAP counter-screen; recombinant F. hepatica cathepsin L1, Z-Leu-Arg-MCA fluorescence; inhibition, % at 5.96 µM; 300,000 tested, 0.49% active; AID 1906;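 active means inhibition above the mean of all tested compounds plus 3 SD, set per screening campaign, cut at about 17% in these data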;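 further: 0% = plate median of test compound wells and 100% = 1 µM Z-Phe-Ala-diazomethylketone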
# * marks the source's active call; other numbers are inactive results; . = no result given.
SMILES,PREPL inh,TPT1 inhibitor,LYPLA2 counter,PP5 primary,Efflux pump mplx,JMJD2C inh,PP1 inh,core dimer inh,CTSL1 counter
CCCN(Cc1ccccc1)C(=S)Nc1cccc(C(F)(F)F)c1,3,-1,1,5.0,-0.1,2,-2,-1,4
COc1ccc(C)cc1NC(=O)COC(=O)c1ccc2ccccc2n1,-1,.,-4,0.9,0.1,.,3,.,.
CCCNC(=O)NCCC12CC3CC(CC(C3)C1)C2,0,-5,-2,-0.7,0.1,1,1,-4,-1
CCCCOc1ccc(CNC(=O)NS(=O)(=O)c2ccc(OCC)cc2)cc1,-10,-7,-5,0.7,0.1,-11,-2,7,-1
NS(=O)(=O)c1ccc(CCNC(=O)c2cnccn2)cc1,7,-1,7,-0.9,-0.1,-5,-7,0,-2
CCn1c(=O)n(CC)c2cc(S(=O)(=O)N3CCCCC3)c(C)cc21,14,1,-2,2.6,0.3,-5,-6,0,-3
NC1=NC(c2cn(-c3ccccc3)nc2-c2cccs2)n2c(nc3ccccc32)N1 (stereo not given),13,2,7,0.1,-0.1,-5,8,4,-1
C/C(=N\OC(=O)c1ccc(Cl)cc1)c1sc(-c2ccccc2)nc1C,30,-3,3,3.7,0.1,-2,1,7,-1
O=C1CN(C(=O)CCN2CCOCC2)C(c2ccccc2)c2cc(Br)ccc2N1 (stereo not given),18,0,4,-0.3,0.0,8,-1,-3,-5
Nc1nc(SCC(=O)N2CCCC2)[nH]c(=O)c1NC(=O)c1ccco1,0,-1,9,2.2,0.0,3,-3,11,-2

# A second format for 3 compounds above.
canonical_smiles	PREPL inh	TPT1 inhibitor	LYPLA2 counter	PP5 primary	Efflux pump mplx	JMJD2C inh	PP1 inh	core dimer inh	CTSL1 counter
CCCNC(=O)NCCC12CC3CC(CC(C3)C1)C2	0	-5	-2	-0.7	0.1	1	1	-4	-1
CCCCOc1ccc(CNC(=O)NS(=O)(=O)c2ccc(OCC)cc2)cc1	-10	-7	-5	0.7	0.1	-11	-2	7	-1
NS(=O)(=O)c1ccc(CCNC(=O)c2cnccn2)cc1	7	-1	7	-0.9	-0.1	-5	-7	0	-2

# New compounds follow
SMILES,PREPL inh,TPT1 inhibitor,LYPLA2 counter,PP5 primary,Efflux pump mplx,JMJD2C inh,PP1 inh,core dimer inh,CTSL1 counter
CCCOn1c(-n2nc(C)cc2C)nc2ccccc2c1=O,-10,3,4,-1.9,0.0,8,-3,2,-1
COC(=O)CSc1ccnc2cc(Cl)ccc12,-11,1,2,-1.9,-0.1,-4,0,2,2
O=C(CSc1nnc(-c2cccnc2)n1-c1ccccc1)NCc1ccc2c(c1)OCO2,39,-2,0,3.7,0.1,2,-4,2,-3
COc1cccc(N2CCN(CC(=O)Nc3ccccc3C(=O)NCCc3ccccc3)CC2)c1,-19,.,1,1.7,0.5,-16,8,.,.
COc1ccc(CC(=O)Nc2ccc3c(C)cc(=O)oc3c2)cc1OC,11,0,-3,0.4,0.0,0,-2,0,2
CN1CCN(c2ccc(NC(=O)N3CCc4ccccc43)cc2)CC1,-5,1,-5,-2.5,-0.1,2,-2,7,-1
CCOC(=O)c1cc(C)[nH]c1C,28,-3,8,-1.4,0.0,1,-1,2,-1
Cc1ccc(NC(=O)C(Cc2ccccc2)NC(=O)OCc2ccccc2)cc1C (stereo not given),-1,-1,1,1.6,-0.1,10,0,7,2
CCCN1C(=O)C(O)(CC(=O)c2cccc(OC)c2)c2ccccc21 (stereo not given),6,-1,-4,1.7,0.0,-2,3,14,1
O=C1c2ccccc2C(=O)N1CCN1CCc2ccccc21,14,0,8,-1.2,-0.1,-13,2,-5,-2
O=C(Nc1nccs1)c1ccc([N+](=O)[O-])cc1Cl,-3,0,1,1.7,-0.1,6,0,11,4
COc1ccc(NC(=O)Nc2nnc(Cc3ccccc3)s2)cc1,20,-3,14,2.3,0.3,-5,5,-9,-6
CC(C)(C)C1CCC(=NNc2ncc(C(F)(F)F)cc2Cl)CC1 (stereo not given),21,-4,4,1.0,-0.2,-16,2,-2,3
COc1cccc(COC(=O)c2cc(=O)[nH]c3ccc(S(=O)(=O)N4CCOCC4)cc23)c1OC,12,-3,1,2.6,-0.1,-5,1,2,2
O=C(CCN1CCCCO1)N1CCCC(Nc2ccc(F)cc2)C1 (stereo not given),7,0,4,0.6,0.0,-3,2,0,1
Nc1nonc1-c1nc2ccccc2n1CC(=O)N/N=C/c1ccc(-c2ccccc2C(=O)O)o1,1,-1,-8,-1.0,-0.1,3,4,6,3
CCOC(=O)CNC(=O)C1(/C=C/c2ccccc2)CC(=O)N1c1ccc(C)cc1 (stereo not given),-8,-4,8,2.9,-0.1,-5,1,-7,-6
Cc1cc(Nc2ccc(C(=O)O)cc2)n2nc(C)nc2n1,-2,5,-1,-1.5,0.1,-1,3,3,0
Cc1ccccc1N1CC(C(=O)NC2CCCC2)CC1=O (stereo not given),21,5,0,-1.9,0.2,5,2,-3,0
O=C(Nc1ccccc1F)c1cc(S(=O)(=O)N2CCCCC2)cs1,10,-3,5,1.5,0.1,-1,0,0,-1
COc1cc(/C=C/C(=O)O)cc(S(=O)(=O)N2CCN(S(=O)(=O)c3ccc(Cl)cc3)CC2)c1OC,10,-1,-3,-1.7,-0.3,5,0,-1,-1
CCC(C)(C)NC(=O)c1ccc2c(c1)N(CC(=O)OC)C(=O)C(C)(C)O2,2,0,-4,1.2,0.2,-15,-10,-2,-2
CC1(C(=O)N/N=C/c2ccccc2)CC1(Cl)Cl (stereo not given),-12,-2,1,0.4,0.0,-22,-2,-2,0
Cc1nn(C)c(C)c1CN(Cc1nc(-c2cc(F)ccc2F)oc1C)C1CC1,12,-2,-1,1.5,0.0,1,-5,-3,-1
CCOc1cccc(N(C(=O)C2COc3ccccc3O2)C(C(=O)NC2CCCCC2)c2ccc(O)cc2)c1 (stereo not given),0,0,-11,2.4,-0.1,27,2,20,1
CCOC(=O)C1CCCN(C(=O)Nc2c(-c3ccccc3)noc2C)C1 (stereo not given),-3,1,3,-1.4,0.0,-4,0,2,-2
Clc1ccc(-c2csc(N3CCSCC3)n2)cc1,4,-2,4,0.7,0.0,-1,-1,-4,-2
COc1cccc2c1OCC(CN1CCN(C3CCCCC3)C(CCO)C1)=C2 (stereo not given),15,3,-2,-1.7,0.2,-4,-5,-3,-6
CCOC(=O)C(C)N(c1ccccc1Cl)S(C)(=O)=O (stereo not given),-5,1,1,3.0,-0.1,-1,1,-6,-3
C[C@@H](C(=O)Nc1ccc2ccccc2c1)[C@H]1C[C@]1(C)[C@H](NC(=O)OCc1ccccc1)c1ccccc1,-2,3,-32,3.8,0.1,-16,8,17,-1

# Quoted at random: 2 records from the list
SMILES,PREPL inh,TPT1 inhibitor,LYPLA2 counter,PP5 primary,Efflux pump mplx,JMJD2C inh,PP1 inh,core dimer inh,CTSL1 counter
COc1ccc(NC(=O)Nc2nnc(Cc3ccccc3)s2)cc1,20,-3,14,2.3,0.3,-5,5,-9,-6
CCn1c(=O)n(CC)c2cc(S(=O)(=O)N3CCCCC3)c(C)cc21,14,1,-2,2.6,0.3,-5,-6,0,-3

# (further entries)
SMILES,PREPL inh,TPT1 inhibitor,LYPLA2 counter,PP5 primary,Efflux pump mplx,JMJD2C inh,PP1 inh,core dimer inh,CTSL1 counter
O=C(/C=C/c1ccco1)NCC(=O)N/N=C/c1ccccc1[N+](=O)[O-],10,-2,-3,1.7,0.1,2,-4,-2,3
COc1cc(OC)c(NC(=O)CC(=O)Nc2cc(Cl)c(OC)cc2OC)cc1Cl,8,5,-3,1.2,0.3,-21,0,31,0
O=C1CSC(c2cccs2)N1c1ccccc1 (stereo not given),-4,-1,-5,1.7,0.1,0,-3,-6,-3
O=C(CSc1nnc(CNc2ccccc2)o1)c1ccc2c(c1)OCCO2,-4,1,2,3.1,0.0,1,1,2,1
O=C1C2C3C=CC(C3)C2C(=O)N1c1n[nH]c(-c2cccnc2)n1 (stereo not given),6,-2,2,0.0,-0.1,5,-4,-5,4
COc1cccc(-n2cc3c(c2-c2ccccc2)c(=O)n(C)c(=O)n3C)c1,3,-2,10,1.4,0.0,15,3,8,4
N#Cc1cnc(SCC(=O)N2CCCC2)nc1N,1,0,-1,1.0,-0.1,-11,-4,5,2
CCN1CCSc2ccc(C(=O)NCc3ccccc3C)cc21,12,0,2,0.9,-0.2,4,0,-7,1
CC(=O)NCC1CCCN(C(=O)c2oc3c(F)cccc3c2C)C1 (stereo not given),20,-2,5,2.3,-0.5,-49,0,-14,-1
COc1cc(NC(=O)c2ccc(CNc3c(N4CCCC4)c(=O)c3=O)cc2)cc(OC)c1OC,18,0,0,1.4,-0.1,-4,2,-2,5
COc1cc(-c2nc3ccc4ccccc4c3c3c2CCC3)ccc1O,24,2,-14,1.8,0.1,-2,-14,-6,12
CCOC(=O)C1(Cc2ccccc2C(F)(F)F)CCN(C2CCN(C(C)=O)CC2)CC1,-45,-3,8,-0.7,0.1,-40,4,1,11
CC(C)CCN1CC(C(=O)N2CCN(c3ccc(F)cc3)CC2)CC1=O (stereo not given),34,-5,10,1.6,-0.1,-6,-1,-2,-1
CC1CCCCN1C(=O)COC(=O)C1CCN(S(=O)(=O)c2ccc(Cl)c(C(F)(F)F)c2)CC1 (stereo not given),1,0,3,-0.3,0.1,-5,-9,4,-5
CCC(NC(=O)c1ccccc1NC(=O)c1ccc(C)cc1)C(=O)O (stereo not given),-1,-3,2,1.7,-0.1,3,0,-1,-4
CCc1ccc(CN(C)CC(=O)Nc2ccc3c(c2)CCC3)cc1,-17,-2,2,4.8,-0.4,-12,3,-8,6
COc1ccc(-c2n(Cc3ccccc3)c3ccccc3[n+]2Cc2ccccc2)cc1,27,0,0,-1.8,-0.1,-1,2,1,-3
O=C(CCSCc1ccccc1)Nc1ccc2c(c1)OCCO2,-1,-1,4,0.0,0.1,-1,0,-3,-1
Cc1nccn1CC(=O)N/N=C/c1ccccc1O,0,0,0,-0.5,0.1,7,-2,0,-2
COc1ccc(CCN2C(=O)C3C4CC(C5C(C(=O)O)=NOC45)C3C2=O)cc1OC (stereo not given),1,-1,3,3.6,0.2,-5,-4,-10,2
CCCCC(=O)OCCNC(=O)c1cc2ccccc2oc1=O,-2,-4,4,0.6,-0.1,-8,-1,-3,2
CC1CCCC(NC(=O)COC(=O)c2cccc(S(=O)(=O)N3CCCCC3)c2)C1C (stereo not given),2,.,2,2.1,0.0,2,6,.,.
O=C(Nc1cccc(Cl)c1)OC1CCCCc2cccnc21 (stereo not given),-8,0,5,1.5,0.1,6,-3,3,-2
CCCCCn1c(SCC(=O)CC(=O)OCC)nc2cc(C(=O)N3CCC(C(N)=O)CC3)ccc2c1=O,7,-1,2,-0.3,0.5,-8,-4,0,8
CCCN1CCC(=NNc2ccc(S(=O)(=O)N3CCOCC3)cc2[N+](=O)[O-])CC1,34,-3,17,-2.9,-0.3,20,-1,-7,6
CCCc1nnc2c(N(C)S(=O)(=O)c3ccccc3)nc3ccccc3n12,0,1,-3,1.1,-0.1,-6,-1,-2,0
Cc1ccc(S(=O)(=O)c2cc3c(=O)n4ccccc4nc3n(CCCN3CCOCC3)c2=N)cc1C,5,3,-3,2.3,-0.1,8,4,14,5
COc1nnc(-c2ccc(N3CCCCC3)c(N)c2)c2ccccc12,23,-2,5,2.6,-0.1,-10,9,9,1
Cc1ccc(C(=O)N2CCN(c3ccc(Cl)cc3)CC2)cc1,28,-3,4,-1.8,0.1,39,0,9,-2
COC(=O)c1ccc(/C=N/n2cnnc2)cc1,-2,0,-4,3.6,0.3,-3,-9,-6,-1
Cn1cccc1C1C(C#N)=C(N)OC2=C1C(=O)CCC2 (stereo not given),10,2,-1,2.0,-0.1,6,-3,1,2

# The list is partial; count on the stated rates, not on these rows.
